ERK EGF inh = qHTS Assay for Inhibitors of the ERK Signaling Pathway using a Homogeneous Screening Assay; Stimulation with EGF | HEK293-V1b, EGF-stimulated phospho-ERK AlphaScreen | Potency, µM (titrated, usually from 11.5 µM), inactives show top-dose activity change, negative = inhibition, hits mostly inhibitors | 130,000 tested, 0.41% active | AID 1454, 2008; active = well fitted inhibition curve with a large enough effect; inconclusive = small, poorly fitted or top-dose-only effect, or effect the other way;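 note: plate controls were stimulated vehicle wells for no effect and unstimulated vehicle basal for full effect; nearly all actives have a fitted effect of over 55% in size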
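Stably V1b-transfected HEK293 cells; 30 min compound, then EGF 25 nM final for 5 min at 37C; 10 min lysis; phospho-ERK by AlphaScreen after 5 hr beads at room temperature.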
Starred values were filed as active, the others as inactive; ? = inconclusive; & = joins results of further samples; [ ] = another dose, or the depositor's remark. Potency is the fitted concentration of half-maximal effect. Not all compounds are listed; count on the stated rates, not on these rows.

ERK EGF inh,Structure
15%[57.5 µM],Cc1ccc(NC(=O)c2cc(-c3cccs3)nc3ccccc23)nc1
16%,N#Cc1ccccc1-c1ccc2ncnc(N3CCNCC3)c2c1
-21%[57.5 µM],CCOC(=O)C1=C(O)C(=O)N(Cc2ccc(C(C)(C)C)cc2)CC1
-14%,COc1ccc(/C=C2\NC(=O)[C@@H]3Cc4ccccc4CN3C2=O)cc1
1%,COc1cccc(NC(=O)COC(=O)c2c(F)cccc2F)c1
4%,COC(=O)C(Cc1ccccc1)NC(=O)CNS(=O)(=O)c1ccc(Br)cc1 (configuration not stated)
?,COc1ccc(CN(CCC(c2ccc(F)cc2)C2CCOC(C)(C)C2)C(=O)c2ccco2)cc1 (configuration not stated)
5%,Cc1nn(C)c(-c2n[nH]c(=S)n2Cc2ccco2)c1Cl
-3%[57.5 µM],CSc1nnc(C(C)(C)C)c(=O)n1/N=C/c1ccccc1O
-5%[57.5 µM],Cn1cccc/c1=N\c1cccc[n+]1C
-12%,CCOC(=O)C1C(=O)NC(c2ccccc2)=NC1c1ccc(OC)cc1 (configuration not stated)
-4%,O=C(CNC(=O)c1ccncc1)N/N=C/c1ccccn1
-5%,COc1cc(/C=C/C(=O)O)ccc1OCc1cnc(Cl)s1
5%,O=C(CSc1nnc2ccc(-c3ccncc3)nn12)N1CCCCC1
2%[57.5 µM],Cc1cc(N2C(=O)C(O)=C(C(=O)c3cccs3)C2c2ccc(F)cc2)no1 (configuration not stated)
-5%,COCC(C)NC(=O)CSc1nc2nn(-c3ccccc3)c(=O)c-2c2n1CCCCC2 (configuration not stated)
-8%,COc1ccc(-c2nnn(CC(=O)N(CCCN3CCOCC3)C(C(=O)NC3CCCC3)c3ccco3)n2)cc1 (configuration not stated)
-10%,CC(NC(=O)CSc1cccc(C(F)(F)F)c1)c1ccccc1 (configuration not stated)
6%,CN1C(=O)/C(=C/C=C2\SCCN2C)SC1=S
1%,CCOC(=O)C(NC(=O)c1ccccc1)(OCc1ccc(F)cc1)C(F)(F)F (configuration not stated)

6 entries drawn at random from the list so far:
ERK EGF inh,Structure
-21%[57.5 µM],CCOC(=O)C1=C(O)C(=O)N(Cc2ccc(C(C)(C)C)cc2)CC1
1%,COc1cccc(NC(=O)COC(=O)c2c(F)cccc2F)c1
5%,Cc1nn(C)c(-c2n[nH]c(=S)n2Cc2ccco2)c1Cl
-5%,COc1cc(/C=C/C(=O)O)ccc1OCc1cnc(Cl)s1
-14%,COc1ccc(/C=C2\NC(=O)[C@@H]3Cc4ccccc4CN3C2=O)cc1
6%,CN1C(=O)/C(=C/C=C2\SCCN2C)SC1=S

The main list resumes with the 5 entries that preceded the break.
ERK EGF inh,Structure
-5%,COCC(C)NC(=O)CSc1nc2nn(-c3ccccc3)c(=O)c-2c2n1CCCCC2 (configuration not stated)
-8%,COc1ccc(-c2nnn(CC(=O)N(CCCN3CCOCC3)C(C(=O)NC3CCCC3)c3ccco3)n2)cc1 (configuration not stated)
-10%,CC(NC(=O)CSc1cccc(C(F)(F)F)c1)c1ccccc1 (configuration not stated)
6%,CN1C(=O)/C(=C/C=C2\SCCN2C)SC1=S
1%,CCOC(=O)C(NC(=O)c1ccccc1)(OCc1ccc(F)cc1)C(F)(F)F (configuration not stated)
-1%[57.5 µM],CCc1nnc(NS(=O)(=O)c2ccc(N=CC3=C(O)CC(C)(C)CC3=O)cc2)s1
12%[57.5 µM],CC(C)(C)OC(=O)N1CCCN(C(=O)Nc2cccc(Cl)c2)CC1
-1%,Cc1ccc(C(=O)Nc2ccnc(-c3ccncc3)n2)cc1
0%[57.5 µM],C=C(C)c1nc2cc(OC)c(OC)cc2c(=O)o1
?,COC(=O)C1=C(C)NC(C)=C(C(=O)OCCN(C)Cc2ccccc2)C1c1cccc([N+](=O)[O-])c1 (configuration not stated)
-13%[57.5 µM],COc1ccc(NC(=O)C2CCOC(C)(C)C2)cc1 (configuration not stated)
-5%,CCOc1ccc(S(=O)(=O)Nc2ccccc2C(=O)N2CCCC2)cc1
6%,CN(C)S(=O)(=O)c1ccc(C(=O)Nc2cc(=O)n(C)c(=O)n2C)cc1
5%[57.5 µM],COc1ccc(-c2c[n+](CC(=O)c3ccccc3)c3n2CCCCC3)cc1
?,CC(=O)Nc1ccc2c(c1)C(=O)N(c1cccc(C)c1)C2=O
13%,CN(C)c1ccc(-c2cc(NCc3cccnc3)ncn2)cc1
3%,Cc1noc(C)c1C(=O)OCC(=O)Nc1cc(S(=O)(=O)N2CCOCC2)ccc1Cl
4%,N#Cc1nc(-c2ccccc2)oc1NCCCn1ccnc1
2%,COC(OC)c1ccc(C#N)c(=O)[nH]1
3%,CCOc1ccc(S(=O)(=O)N(CC(=O)NCC(F)(F)F)Cc2ccco2)cc1
4%,CCN1CCc2c(sc(NC(=O)CN3C(=O)c4ccccc4C3=O)c2C(N)=O)C1
1%,C/C(O)=C(\N=Nc1cc(C)ccc1O)C(N)=O
0%,C/C(CC(=O)Nc1ccc(Cl)cc1)=N\NC(=O)C(=O)NCCO
-6%,CCC(C(=O)OCC(=O)Nc1ccccc1-c1ccccc1)c1ccccc1 (configuration not stated)
-7%,COC(CNC(=O)c1ccc(-n2c(=S)[nH]c3ccccc3c2=O)cc1)OC
-3%,Cc1cc(C)cc(NC(=S)/C(=C(\[O-])c2ccc(Cl)cc2Cl)[n+]2ccccc2)c1
-4%,CCOC(=O)c1cc(C(=O)OCC)c(=O)[nH]c1N1CCCCC1
-8%[57.5 µM],COc1ccccc1NC(=O)N1CCc2c([nH]c3ccccc23)C1C(F)(F)F (configuration not stated)
-2%,CCCS(=O)(=O)N1CCCC(C(=O)c2cccc(Cl)c2)C1 (configuration not stated)
11%,c1cncc(CSc2nnc3ccc(-c4cccs4)nn23)c1
2%[57.5 µM],S=c1nc(-c2ccc(Br)cc2)[nH]c2ccccc12
0%,Cc1cccc(C)c1-n1c(C)nn(Cc2ccc([N+](=O)[O-])cc2)c1=O
?,CCOC(=O)Cc1c(C)nc2c(-c3cccc(Br)c3)cnn2c1C
3%,Cc1cc(C)c(-c2cc(NC(=O)COC(=O)c3ccc(CO)cc3)n(-c3ccccc3)n2)cc1C
0%,CCCCCCCCCCCCC/C=C/[C@@H](O)[C@H](CO)NC(=O)CCCCCCCCCCCCCCC
-9%,CC(=O)c1cnc(-c2ccccc2Cl)s1
6%,CC(C)c1nnc(NC(=O)CSc2nc3ccccc3[nH]2)s1
0%,Cc1ccc(Cn2ncc3c(N4CCN(C)CC4)ncnc32)cc1
1%,Cc1cc(C)n(CCNC(=O)CC2C(=O)NCCN2CC2CCCCC2)n1 (configuration not stated)
10%,COC(=O)c1cc(-c2c(C)oc3cc(O)ccc3c2=O)c(C)o1
13%[57.5 µM],CC1CC(=O)Nc2ccccc2N1S(=O)(=O)c1cccc(F)c1 (configuration not stated)
1%[57.5 µM],O=C(NCc1ccccc1)c1ncn[nH]1
1%,C=CCOc1c(CNc2ccc(S(N)(=O)=O)cc2)cccc1OC
9%,O=C(CSc1nc2ccccc2n1-c1ccccc1)Nc1ncc(Cl)cc1Cl
1%,CCn1c(SCC(=O)Nc2cc(NC(C)=O)ccc2OC)nnc1-c1ccccn1

Next part; the last 2 above are carried over.
ERK EGF inh,Structure
9%,O=C(CSc1nc2ccccc2n1-c1ccccc1)Nc1ncc(Cl)cc1Cl
1%,CCn1c(SCC(=O)Nc2cc(NC(C)=O)ccc2OC)nnc1-c1ccccn1
1%[57.5 µM],Cc1ccc(C(=O)COc2ncnc3cc(Cl)ccc23)cc1
-6%,NS(=O)(=O)c1ccc(CNC(=O)/C=C/c2cccc(Cl)c2)cc1
0%,COc1ccc(CN(C)C(C)C(=O)NC2CCCc3ccccc32)cc1 (configuration not stated)
-1%,Cc1ccc(N(CCC(=O)O)S(=O)(=O)c2ccc(C)cc2)cc1
-10%,Cc1nc2ccccc2n1CC(=O)OCC(=O)NCc1ccccc1
6%,O=C1COc2ccc(C(=O)/C=C/c3ccccc3)cc2N1
13%,CNCC[C@H](Oc1ccccc1OC)c1ccccc1
-5%,CCC(=NCc1ccc(Cl)c(Cl)c1)c1nc(-c2ccco2)oc1O
0%[57.5 µM],COC(=O)CCCC1=CC2=C(c3ccccc3)C(=O)C(C)(OC(=O)C3CCCC3)C(=O)C2=CN1CCc1c[nH]c2ccccc12 (configuration not stated)
14%,COc1cc(SC)ccc1C(=O)Nc1ccc(Cl)cn1
-1%[57.5 µM],C#CCOCCOCCOCCNc1nc(N2CCOCC2)nc(N2CCN(C(=O)[C@H](CCC(=O)O)n3cc(C(N)[C@H](C)CC)nn3)CC2)n1 (some centres not stated)
7%,CCOC(=O)C1(Cc2ccc(OC)cc2)CCN(C(=O)c2ccoc2C)CC1
-8%[57.5 µM],CC(OC(=O)c1cc(=O)[nH]c2ccccc12)C(=O)c1ccccc1 (configuration not stated)
16%,O=C(CCc1nnc(COc2ccccc2)o1)NCc1ccccc1
-2%,COc1ccc(NC(=O)C2C3C=CC(C3)C2C(=O)NCc2ccco2)c(OC)c1 (configuration not stated)
-5%[57.5 µM],Cc1ccc(Oc2ncccc2NC(=O)CC2(CC(=O)O)CCCC2)c2c1CCC2
0%,COCc1cc(C)nc(N/N=C/c2ccc(-c3ccc(C(=O)O)c(Cl)c3)o2)c1C#N
2%,CCN1C(C)=C(C)S/C1=C1\SC(=S)N(NC(C)=O)C1=O
-9%,COc1ccc(/C=N/N=C(\N)c2nonc2N)cc1
-4%,COc1ccc(/C=N/Nc2nnc(Cc3ccc(OC)c(OC)c3)c(=O)[nH]2)cc1
-6%,CCCN(CCC)CC(O)COc1ccc2c(c1)OCO2 (configuration not stated)
-13%,COc1ccc(N2CCN(CCNC(=O)CCS(=O)(=O)c3cccc4nsnc34)CC2)cc1
6%,C=CCNC(=S)NNC(=O)CCC(O)COCCC(C)C (configuration not stated)
-5%[57.5 µM],NC(=O)c1cc(NC(=O)CCCc2nc3ccccc3s2)cc(C(N)=O)c1
1%,CCCCc1nc(Cl)c(C#N)c2c1CCCC2
-8%,COc1ccc2nc(Nc3nc4ccc(NC(C)=O)cc4s3)sc2c1
-1%[57.5 µM],COc1ccc(NC(=O)c2cc3c(=O)n(C)c4ccccc4c3s2)cc1OC
1%,Cc1cccc(OC(=O)c2sc(Cl)nc2C)c1
-9%[57.5 µM],O=C(NCCN1CCOCC1)c1cccn2c(=O)c3c4c(sc3nc12)CCCC4
2%,CCOC(=O)N1CCN(C(=O)C2CCCN(S(=O)(=O)c3ccc(F)cc3)C2)CC1 (configuration not stated)
9%,O=C(NC1=NCCS1)c1ccc(Cl)c(S(=O)(=O)N2CCOCC2)c1
-2%,C/C(N)=C(/C#N)C(=O)COC(=O)c1ccc(O)cc1
-3%,Cc1ccccc1C(=O)OCCN1CCOCC1
?,COc1ccc(-c2csc(NC(=O)c3ccc(N4C(=O)CCC4=O)cc3)n2)cc1OC
23%,Cc1ccccc1-c1n[nH]c(=S)n1C
7%,CC(C)Cn1c(/C=N/Nc2nc3ccccc3[nH]2)nc2ccccc21
9%,O=C(COC(=O)/C=C/c1cccc(C(F)(F)F)c1)NC(c1ccccc1)c1ccccc1
-8%,c1ccc(-c2ccccc2OCCCN2CCOCC2)cc1
-4%,CC1=CCC(/C=N\Nc2nnc3c(n2)[nH]c2ccccc23)CC1 (configuration not stated)
2%&6%,O=c1[nH]c2ccccc2c2ccccc12
-2%[57.5 µM],Cc1cc(C(=O)NNC(=O)Nc2ccccc2)no1
-4%,COC(=O)c1ccc(NC(=O)CSc2nncc3ccc(OC)c(OC)c23)cc1
-1%[57.5 µM],O=C(N/N=C/c1ccccn1)c1cc(-c2ccc(Br)cc2)nc2ccccc12
6%,Cc1ccc(C2=NC3(CCCCCC3)NC2=S)cc1
-4%,COc1ccccc1CC(=O)Nc1cccc(F)c1
4%[57.5 µM],CC1(NC(=S)Nc2ccccc2)CCS(=O)(=O)C1 (configuration not stated)
3%,O=C(Nc1ccccc1)Nc1cccc(Cl)c1Cl
-13%,Cc1c(NC(=O)c2cc3nc(-c4ccc(Cl)cc4)cc(C(F)(F)F)n3n2)c(=O)n(-c2ccccc2)n1C
-2%,COc1ccc(Nc2ccc(Cl)cc2)c(C(=O)O)c1
0%,CC(CC(=O)Nc1cccc(Cl)c1)c1ccccc1 (configuration not stated)
6%,COc1ccccc1-n1cnc2c(c1=O)c1nc3ccccc3nc1n2-c1ccc(C)cc1
1%,COc1ccc(C(c2nnnn2Cc2ccccc2)N2CCN(c3nc4ccccc4s3)CC2)cc1OC (configuration not stated)
-7%,OCc1cc([C@@H](O)CNCCCCCCOCCCCc2ccccc2)ccc1O
8%,COc1ccc(S(=O)(=O)N2CCOCC2)cc1NC(=O)Cc1ccc(Cl)c(Cl)c1
4%,CCCCCCCC(=O)NN=C1CCN(Cc2ccccc2)CC1
-1%,Cc1ccc(NC(=O)CCC(=O)NNS(=O)(=O)c2ccccc2)cc1C
0%,CCOC(=O)c1[nH]c2c(c1-c1ccccc1)C(=O)CC(c1ccc(OCC)cc1)C2 (configuration not stated)
6%,Cc1ccc(-c2ccc(CCC(=O)O)n2NC(N)=S)cc1
0%,Cc1cccc(C)c1NC(=O)NC1(C(=O)NCCCN2CCOCC2)CCCCC1
4%[57.5 µM],COc1ccc(C(=O)O)c(OC)n1

Remaining list, next part
ERK EGF inh,Structure
-6%,COC(=O)c1sc2ncn(CC(=O)NCCc3ccc(OC)c(OC)c3)c(=O)c2c1C
2%,CCOC(=O)C(NC(=O)N(C)C)(Nc1sc(C)c(CC)c1C#N)C(F)(F)F (configuration not stated)
1%,COC(=O)c1ccccc1NC(=O)Nc1ccc(Cl)cn1
-4%,Cc1sc2nc(SCC(N)=O)n(-c3ccccc3)c(=O)c2c1C

Screens from PubChem BioAssay.
